EPAC2 agonist – EPAC2 (human) agonism; EPAC2 activation, biochemical qHTS; response scale: 100% = 6.5 mM cAMP response; Potency, µM (titrated, usually from 154 µM), for the others: at the top dose activation, actives largely listed as activators; 360,000 tested, 0.079% active; AID 720711; further: nearly all actives have a fitted effect of over 50% in size
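EPAC2 (100 nM) mixed with Rap1B loaded with BODIPY-GDP (250 nM) plus 50 uM unlabeled GDP; compounds pinned in, 5 min RT, then read every 5 min for 30 min (ex 480, em 540 nm). Normalized to cAMP control.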
EPAC1 antagonist – EPAC1 (human) antagonism | O95398 | EPAC1 GEF assay, Rap1b-BODIPY-GDP exchange fluorescence | Potency, µM (titrated, usually from 115 µM), inactives show at the highest dose activity change, negative = inhibition, hits mostly inhibitors | 360,000 tested, 0.14% active | AID 720709;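 further: plate controls were vehicle for no effect and positive control for full effect; nearly all actives have a fitted effect of over 50% in size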
TDP43 rescue – TDP-43 toxicity inhibition in yeast | TDP-43 expressing yeast growth rescue, BacTiter-Glo, 24 h | Potency, µM (titrated, usually from 46.1 µM), for inactives: at the top dose growth rescue (activation), actives largely listed as activators | 410,000 tested, 1.8% active | AID 652104; further: % of control where 0% means no effect; nearly all actives have a fitted effect of over 50% in size
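Yeast cells expressing TDP-43 under galactose induction are exposed to compounds for 24 hr at 30 deg C. BacTiter-Glo luminescence measures growth, so protective compounds score as activators.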
FUS suppressor – suppressors of FUS proteinopathy in yeast; Potency, µM (titrated, usually from 76.6 µM), inactives show at the highest dose growth rescue (activation), most hits filed as activators; 390,000 tested, 0.24% active; S. cerevisiae FUS-expressing, growth rescue, OD600, 24 h;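 further: plate controls were DMSO vehicle for no effect and reference control for full effect; nearly all actives have a fitted effect of over 55% in size; some results filed as inactive show a strong effect at the top dose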
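Steps: raffinose overnight preculture; dilution to OD 0.005 in 2% galactose minimal medium; compound addition (concentration series); 24hr at 30C, 99% humidity; absorbance read at 600 nm.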
PTHR1 ag – PTHR1 (human) receptor agonism; Q03431; HEK293 GP2 PTHR1 cells, GloSensor cAMP luminescence, 1 h; 410,000 tested, 0.075% active; Potency, µM (titrated, usually from 115 µM), for the others: top-dose activation, most hits filed as activators; further: nearly all actives have a fitted effect of over 55% in size; some results filed as inactive show a strong effect at the top dose; inactives centre near -15; many of its hits are not listed in these tables
Target sequence (Q03431 whole entry, looked up): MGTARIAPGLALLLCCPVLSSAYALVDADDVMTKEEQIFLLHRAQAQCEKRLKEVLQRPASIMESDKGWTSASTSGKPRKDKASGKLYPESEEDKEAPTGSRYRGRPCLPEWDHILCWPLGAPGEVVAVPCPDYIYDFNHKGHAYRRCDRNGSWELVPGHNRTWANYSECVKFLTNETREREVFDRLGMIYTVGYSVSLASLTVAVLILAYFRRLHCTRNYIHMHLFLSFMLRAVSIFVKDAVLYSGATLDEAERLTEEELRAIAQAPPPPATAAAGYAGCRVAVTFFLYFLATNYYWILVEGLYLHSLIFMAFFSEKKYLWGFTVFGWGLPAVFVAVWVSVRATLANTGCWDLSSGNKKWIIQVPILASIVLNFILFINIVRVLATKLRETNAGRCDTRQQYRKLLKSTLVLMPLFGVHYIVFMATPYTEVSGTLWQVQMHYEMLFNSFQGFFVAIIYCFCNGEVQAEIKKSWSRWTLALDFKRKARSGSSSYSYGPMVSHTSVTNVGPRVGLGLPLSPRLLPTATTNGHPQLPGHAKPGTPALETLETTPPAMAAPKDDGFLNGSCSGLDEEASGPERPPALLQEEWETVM
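HEK-293-derived GP2 cells expressing PTHR1 and a GloSensor cAMP reporter, 3,000/well, plated overnight, given luciferin plus IBMX (each 0.5 mM as added) for 1 h at 37 °C, then compound for 1 h at 37 °C. Luminescence was read after 15 min at room temperature.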
EPAC1 ag – agonists of human EPAC1. EPAC1 agonist qHTS, biochemical assay; response scale: 100% = response to 6.5 mM cAMP. O95398. 360,000 tested, 0.073% active. Potency, µM (highest dose often 154 µM), inactives show at the highest dose activation, hits mostly activators. AID 720707; further: nearly all actives have a fitted effect of over 60% in size
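Compounds were pinned as a concentration titration into mixtures of EPAC1 (100 nM), BODIPY-GDP-loaded Rap1B (250 nM) and GDP (50 uM). After 5 min at room temperature, fluorescence was followed for 30 min; activity was scaled to 6.5 mM cAMP.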
EPAC2 antagonist – antagonists of human EPAC2; Q8WZA2; EPAC2 GEF exchange of Rap1B-BODIPY-GDP, fluorescence; Potency, µM (doses to about 114 µM), inactives show at the top dose activity, negative = inhibition, most hits filed as inhibitors; 360,000 tested, 0.18% active; further: on the % scale 0 is the no-effect control and ±100 the full control effect; nearly all actives have a fitted effect of over 45% in size; many of its hits are not listed in these tables
aSyn yeast inh – rescues yeast growth from alpha-synuclein toxicity; Yeast expressing alpha-synuclein, growth rescue, BacTiter-Glo, 24 h; Potency, µM (doses to about 46.1 µM), for inactives: at the top dose growth rescue (activation), most hits filed as activators; 370,000 tested, 0.14% active; AID 652106; further: % of control where 0% means no effect; nearly all actives have a fitted effect of over 65% in size
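Readout is rescue of growth in alpha-synuclein-expressing yeast, so inhibitors of toxicity appear as activators. Growth after 24 hr at 30 deg C in galactose medium is quantified by luminescence.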
* = called active by the depositor; i = inactive; u = inconclusive; x = not tested or not shown; & = joins results of further samples; [ ] = dose if it differs, or a comment. The call rests on the fitted dose curve; in most records, active means well fitted curve in the direction sought with a large enough effect; inconclusive means small, poorly fitted or top-dose-only effect, or another doubt; inactive means no such curve, though single readings can be large; an effect the other way counts as inactive or inconclusive. Potency means the concentration at half of the fitted maximal effect. An excerpt. The share of hits here may be higher or lower than overall.

SMILES | EPAC2 agonist | EPAC1 antagonist | TDP43 rescue | FUS suppressor | PTHR1 ag | EPAC1 ag | EPAC2 antagonist | aSyn yeast inh
CCCCc1nc2cc(C(=O)N3CCNC(=O)C3CC(=O)OC)ccc2o1 (stereo not drawn) | -6.1% | -11.2% | -13.5% | x | i | 9.4% | 0.4% | 0.1%
Cc1ccc2c(c1)N(CC(=O)N1CCOCC1)C(=O)C(C)O2 (stereo not drawn) | 9.3% | -22.4% | -6.2% | 16.2% | -13.0% | 3.1% | -9.1% | -0.3%
O=c1c(Cl)c(N2CCN(S(=O)(=O)c3ccccc3)CC2)cnn1-c1ccccc1 | 8.2% | -3.3% | -4.4% | x | 5.0% | 1.7% | -3.9% | -6.8%
CCOC(=O)CCSc1nc(-c2ccccc2)cc(C(F)(F)F)n1 | 1.0% | 8.1% | 4.0% | 22.3% | -0.9% | 2.8% | -1.8% | -4.7%
COC(=O)Cc1c(C)c2ccc(OCC(=O)N3CCCC3)c(C)c2oc1=O | 3.2% | -1.5% | -22.0% | x | i | -9.5% | 8.7% | 0.2%
NCCS | 4.4% | -1.3% | 17.2% | -40.1% | -4.4% | -2.0% | 4.5% | -1.8%&3.0%
COc1ccccc1NC(=O)COC(=O)[C@@H]1CCCN1C(=O)c1cccs1 | 0.4% | 13.2% | 1.8% | 10.3% | i | -5.0% | 15.7% | -0.7%
COc1cccc(C2NC(=O)NC(C)=C2C(=O)OCC2CCCO2)c1 (stereo not drawn) | -4.7% | 8.1% | 0.6% | -6.8% | i | -3.6% | -13.3% | 0.1%
O=C(CNC(=S)N(Cc1ccccc1)Cc1cccnc1)NC1CCCC1 | 1.6% | 4.3% | 6.0% | 3.5% | -8.1% | -5.3% | -10.8% | 2.8%
CCSc1nnc(NC(=O)CCCOc2ccc(C)cc2)s1 | 9.7% | -11.7% | 9.7% | -26.0% | -8.6% | 7.1% | 5.6% | -0.9%
Cc1ccc(C(c2sc3nc(C)nn3c2O)N2CCOCC2)cc1 (stereo not drawn) | -4.3% | 17.8% | -2.5% | 21.6% | -19.0% | -7.7% | 10.1% | -3.5%
Cc1ccc(OCC(=O)NCCCNC(=O)c2ccc(C)nc2)cc1 | 5.5% | -7.7% | -17.3% | -1.8% | i | -5.6% | 8.1% | 0.6%
O=C1CC(C(=O)Nc2ccccc2)C2(CCCCC2)O1 (stereo not drawn) | -7.9% | 7.4% | -18.3% | 2.0% | i | -9.3% | 11.7% | -12.8%
COc1ccccc1OCC(=O)N/N=C1\CCc2ccccc21 | -2.9% | 11.4% | -3.1% | 19.9% | -91.6%[inhibitor] | 1.6% | 18.1% | -11.0%
COc1ccc(C(=O)N/C(=C\c2ccco2)C(=O)NCc2cccnc2)cc1 | -0.4% | 3.0% | 0.0% | x | -19.3% | 2.6% | 3.0% | 3.1%
Cc1ccc(F)cc1NC(=O)Cc1nn(C)c(=O)c2ccccc12 | 6.2% | -0.3% | 13.4% | -8.5% | -20.1% | 16.9% | -0.2% | u
Cc1ccc(CCC(=O)Nc2ccc([N+](=O)[O-])cc2)o1 | 9.8% | 27.4% | 14.2% | 30.5% | -74.5%[inhibitor] | -0.5% | 24.3% | -7.6%
CCN(CC)C(=O)c1scc2c1OCCO2 | 5.2% | 6.1% | -25.0% | 20.1% | i | 4.4% | 9.6% | -2.4%
COc1ccc(C(=O)NC2CCN(CC(=O)NCc3ccccc3)CC2)cc1 | -2.1% | 1.9% | -5.5% | -26.9% | 0.5% | 0.8% | 1.6% | -7.7%
Fc1ccccc1CCNc1nnnn1-c1ccccc1 | 0.6% | -2.2% | 6.3% | 5.8% | -4.4%[57.5 µM] | 0.3% | -0.7% | 0.5%
O=C(Nc1cccc(S(=O)(=O)NC2=NCCCCC2)c1)c1cc(-c2ccccc2Cl)nc2ccccc12 | -0.5% | -13.8% | 0.3% | 12.2% | i | 16.6% | -4.5% | 2.3%
COC(=O)c1sccc1NC(=O)c1c(C)noc1C | -4.0% | 17.7% | -8.6% | 20.1% | -4.1%[57.5 µM] | 5.8% | -0.1% | 0.7%
COc1cc(OC)c2c(-c3ccccc3)cc(=O)oc2c1C(CCN1CCCCC1)c1ccc2c(c1)OCO2 (stereo not drawn) | 6.8% | -7.1% | 4.2% | 7.4% | i | 2.4% | -1.9% | 7.0%
COc1ccc(N2CC(C(=O)OCC(=O)Nc3cccc(C)c3C)CC2=O)cc1 (stereo not drawn) | 8.7% | -1.5% | -12.3% | 13.5% | 3.9% | -13.2% | 2.7% | -3.4%
CCn1c(N2CCN(C(=O)NC3CCCCC3)CC2)nc2ccccc21 | 4.0% | 0.0% | 2.2% | 7.4% | -8.0% | 4.4% | 2.7% | 1.5%
CCOC(=O)c1ccc(S(=O)(=O)N2CCN(C(=O)C3CSC4(C)CCC(=O)N34)CC2)cc1 (stereo not drawn) | 5.1% | -17.4% | 14.8% | 6.2% | i | 5.0% | 3.8% | -6.8%
O=C(c1cccc(C(F)(F)F)c1)N1CCN(S(=O)(=O)c2ccc(Cl)s2)CC1 | 16.8% | 1.1% | u | x | -65.5%[inhibitor] | 7.5% | -2.0% | 2.0%
COC(=O)c1ccc(C(=O)N2CCCC(CNC(=O)c3ccc(F)cc3)C2)cc1 (stereo not drawn) | 3.1% | 5.9% | -0.7% | 10.5% | i | 0.2% | -5.6% | -0.9%
O=C(CSc1nc2c(sc3ccccc32)c(=O)n1Cc1ccccc1)NCC1CCCO1 (stereo not drawn) | -1.0% | -18.3% | 0.7% | -15.0% | i | 0.0% | 3.3% | x
CCc1cc(=O)oc2c(C)c(OC(C)C(=O)N3CC[C@@]4(O)CCCC[C@H]4C3)ccc12 (stereo partly drawn) | 4.3% | -5.4% | 1.7% | -8.3% | -14.8% | -10.2% | 3.1% | -0.2%

Part of the list above with just EPAC1 antagonist:
Structure	EPAC1 antagonist
O=C(CSc1nc2c(sc3ccccc32)c(=O)n1Cc1ccccc1)NCC1CCCO1 (stereo not drawn)	-18.3%
CCc1cc(=O)oc2c(C)c(OC(C)C(=O)N3CC[C@@]4(O)CCCC[C@H]4C3)ccc12 (stereo partly drawn)	-5.4%

Remaining list, next part.
SMILES | EPAC2 agonist | EPAC1 antagonist | TDP43 rescue | FUS suppressor | PTHR1 ag | EPAC1 ag | EPAC2 antagonist | aSyn yeast inh
COc1ccc(-c2cc(C(F)(F)F)n3nc(C(=O)NCCCn4ccnc4)cc3n2)cc1 | 0.4% | -8.6% | 14.9% | -4.9% | i | 8.4% | -5.7% | 4.5%
COc1cc(/C=C/c2ccccc2)cc(OC)c1 | 18.2% | -0.1% | 10.5% | -8.6% | -14.6% | 6.8% | -9.3% | -1.9%
CC(C)(C)c1ccc(-c2noc(CCC(=O)NCc3ccco3)n2)cc1 | -0.4% | u | -19.1% | 45.2% | -93.5%[inhibitor] | 3.7% | u | 14.7%
CC1CCC(NC(=O)Cn2c(=O)[nH]c3ccsc3c2=O)CC1 (stereo not drawn) | 4.9% | -6.0% | -7.1% | 26.7% | i | 3.8% | -2.4%[57.1 µM] | 3.7%
Cc1ccc(NC(=S)N(CCN2CCCCC2)Cc2ccco2)cc1 | 11.8% | -7.9% | -3.3% | 25.2% | i | 7.5% | 2.0% | -4.4%
CC(C)CN(C(=O)c1ccc(-n2cncn2)c([N+](=O)[O-])c1)C1CCS(=O)(=O)C1 (stereo not drawn) | -0.1% | -3.4% | 16.9% | 0.4% | i | 28.4% | 10.9% | 8.5%
COc1ccc2[nH]c(C(=O)Nc3cccc(C)n3)cc2c1 | 9.6% | -3.3% | -1.1% | 12.9% | -27.0% | 8.1% | 0.5% | -7.6%
O=C(C1=NNCC1c1ccccc1)C1CO1 (stereo not drawn) | 7.8% | -3.8% | -3.7% | 11.7% | -21.5% | -1.7% | 2.5% | -10.2%
COCCNC(=O)C(=O)N/N=C(\C)CC(=O)Nc1ccc2c(c1)OCO2 | 5.6% | 1.0% | -15.2%[0.397 µM] | 31.2% | 1.9% | -9.1% | 4.4% | 14.8%
Cc1ccc(S(=O)(=O)Nc2ccc3c(c2)OCCO3)cc1C | -0.6% | -3.3% | 13.4% | 9.6% | -0.1% | -8.7% | u | 8.6%
CCn1nnc(NC(=O)c2c(OC)cccc2OC)n1 | 1.1% | -6.3% | -7.1% | -4.5% | i | 12.7% | -2.5% | 0.5%
COc1ccc2[nH]c(=O)c(CN(CCO)S(=O)(=O)c3c(C)ccc4nsnc34)cc2c1 | 5.2% | -11.9% | -1.1% | 8.3% | 16.5%[57.5 µM] | 4.5% | -7.8% | -0.7%
O=C(Nn1c(-c2ccc(Br)cc2)nc2ccccc2c1=O)c1ccncc1 | 11.4% | -5.4% | 3.1%[9.22 µM] | 13.0% | i | 16.0% | 3.4% | -2.1%
CC(=O)Nc1ccccc1NS(=O)(=O)c1cccc([N+](=O)[O-])c1 | 6.1% | -6.0% | -1.1% | -8.6% | -18.5% | 3.9% | 1.1% | 6.1%
COc1cccc(C(=O)OC(C)C(=O)Nc2ccc3c(c2)OCO3)c1 (stereo not drawn) | 7.9% | 4.1% | 3.3% | 23.6% | -28.8% | -3.7% | -12.2% | -0.5%[1.84 µM]
CCN(CC)CCCNC(=O)c1ccc2c(=O)n(Cc3ccc4c(c3)OCO4)c(=S)[nH]c2c1 | 0.7% | 4.0% | 6.8% | 9.9% | -22.3% | -0.2% | -4.2% | -0.1%
Cc1ccc(-c2nnc(NC3CCCC3)s2)cc1 | 9.8% | -6.2% | u | 12.0% | -10.4% | -1.5% | -2.7% | -0.2%
Cc1ccc(-c2nnc(SCC(=O)N/N=C/c3c(C)nn(-c4ccccc4)c3C)n2-c2ccc(C)cc2)cc1 | 10.3% | -17.0% | -10.5% | x | i | 21.0% | 0.7% | -1.1%
Cc1cc(C(=O)CCl)c(C)n1CCc1ccc(F)cc1 | -3.2% | u | u | 35.4% | -94.6%[inhibitor] | -10.5% | 0.5% | -12.5%
COC(=O)[C@]12CCCCC=C1N(Cc1ccccc1)C(=O)[C@H](CC(=O)NCCCN1CCCC1=O)C2 | 5.5% | -7.5% | 18.4% | 26.5% | -11.5% | 9.1% | 2.5% | -0.1%

Assay outcomes (PubChem)
